High-throughput results as filed in PubChem BioAssay.
ABHD5-PLIN5 inh: blocks binding of human ABHD5 to perilipin-5. Q00G26+Q8WTS1. Split G. princeps luciferase complementation, luminescence, 4 h. inhibition, % at 4 µM. 0.78% of 360,000 active. AID 602281;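 active = inhibition above the mean inhibition across every tested compound plus 3 SD, cut at about 22% in these data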;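 note: 0% = DMSO only wells and the 100% control is not disclosed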
NOD2-RIPK2 inh: inhibitors of human NOD2-RIPK2 interaction; O43353; CHO BLA complementation NOD2-RIPK2, CCF4 ratio; inhibition, % at 4.98 µM; 0.38% of 360,000 active; AID 624267; in the data active = inhibition above about 21%;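 note: 0% = vehicle only and 100% = reference blocker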
Target sequence (O43353 whole entry, looked up): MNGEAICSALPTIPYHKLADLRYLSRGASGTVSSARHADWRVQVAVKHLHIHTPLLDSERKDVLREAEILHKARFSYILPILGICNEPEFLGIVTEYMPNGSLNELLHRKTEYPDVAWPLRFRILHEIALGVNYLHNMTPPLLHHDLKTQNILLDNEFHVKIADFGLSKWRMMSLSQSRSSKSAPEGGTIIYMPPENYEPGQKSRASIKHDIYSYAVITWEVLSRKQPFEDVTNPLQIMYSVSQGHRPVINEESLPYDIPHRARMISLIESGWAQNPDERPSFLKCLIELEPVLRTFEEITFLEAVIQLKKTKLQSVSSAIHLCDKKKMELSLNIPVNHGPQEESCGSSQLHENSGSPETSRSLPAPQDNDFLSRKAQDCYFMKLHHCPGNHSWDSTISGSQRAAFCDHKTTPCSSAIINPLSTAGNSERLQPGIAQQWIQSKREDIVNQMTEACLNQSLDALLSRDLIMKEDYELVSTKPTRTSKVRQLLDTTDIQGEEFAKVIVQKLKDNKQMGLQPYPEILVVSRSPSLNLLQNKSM
N-glyco inh: blocks N-linked glycosylation in D54 reporter cells; D54 ERlucT glycosylation luciferase reporter, 24 h; percent of 100 nM tunicamycin response; reporter increase, % at 12.5 µM; 0.23% of 360,000 active; AID 588692;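 active = mean luciferase reporter signal, scaled so untreated is 0 and the glycosylation-blocking control 100, at or above a set limit in every replicate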;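 note: luciferase carries N-glycosylation sites so blocking glycosylation raises the light; 0% = median of neutral control wells and 100% = median of 100 nM tunicamycin wells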
Exocytosis inh: blocks lytic granule exocytosis. TALL-104 LAMP-1 surface exposure, flow cytometry; cells stimulated with thapsigargin and PMA. 0.66% of 360,000 active. AID 651702. inhibition, % at 10 µM;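 active = inhibition above about 55%, limit read from the data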
aDG glyco act: alpha-DG glycosylation activation; activation, % at 10 µM; AID 624168; Pro5-aDG cells, alpha-DG glycosylation AlphaScreen (IIH6); 0% Pro5, 100% B10-LARGE cell signal; 0.22% of 360,000 active;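 active = activation of at least 8% versus controls, or a plate z-score of at least 8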;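 note: Pro5 are CHO cells carrying HIG-tagged alpha-DG that lacks glycosylation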
Vif inh: HIV Vif inhibition; HEK293T cells, Vif self-association by quenched fluorescence, imaging, 24 h; 0.35% of 340,000 active; inhibition, % at 7.49 µM; in the data active = inhibition above about 50%, passing the limit was not always enough; note: some results filed as inactive read as strong as hits
TLR9-MyD88 inh: blocks human TLR9 binding to MyD88. CHO BLA complementation TLR9-MyD88, CCF4 FRET ratio. inhibition, % at 4.98 µM. 0.21% of 340,000 active;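 active = inhibition above the mean over all tested compounds plus 3 SD, cut at about 21% in these data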;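 note: 0% = DMSO only wells and 100% = clavulanate BLA inhibitor control wells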
MC4R antagonist: blocks human MC4R cAMP signaling. P32245. inhibition, % at 6.5 µM. 0.48% of 360,000 active. MC4R-expressing cells, MTII-stimulated cAMP, LANCE TR-FRET;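 active = inhibition above its plate's cutoff, the mean of tested wells on that plate plus 3 SD, cut at about 29% in these data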;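 note: 0% = Melanotan II alone and 100% = Melanotan II plus saturating MCL0020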
Target sequence (P32245 whole entry, looked up): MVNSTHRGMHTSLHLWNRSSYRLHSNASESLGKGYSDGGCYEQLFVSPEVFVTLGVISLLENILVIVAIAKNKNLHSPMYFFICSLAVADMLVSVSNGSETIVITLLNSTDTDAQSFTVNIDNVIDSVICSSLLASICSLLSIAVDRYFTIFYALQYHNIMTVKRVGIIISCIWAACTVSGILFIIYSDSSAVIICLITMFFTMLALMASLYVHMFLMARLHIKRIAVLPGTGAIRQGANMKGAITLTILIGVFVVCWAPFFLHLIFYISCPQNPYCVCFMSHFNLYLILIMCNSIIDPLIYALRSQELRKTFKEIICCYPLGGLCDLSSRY
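Material – human MC4R-expressing U2OS cells · Repeats – no replicates · Detection – TR-FRET with Eu-cAMP and labeled anti-cAMP, 671 nm · Times – compound 30 min, challenge 1 h, detection 1 h · Compound – single nominal compound dose of 6.5 µM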
ABCB6 inh MLPCN: human ABCB6 transporter inhibition; 0.19% of 360,000 active; fluorescence ratio to DMSO, % at 10 µM; K562-ABCB6 porphyrin accumulation, flow cytometry, 1 h; stronger effect = lower value;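 active = fluorescence ratio to DMSO below 75%, the collection mean minus 3 SD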;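 note: signal is porphyrin accumulated inside mitochondria; 100% equals median channel fluorescence of DMSO control wells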
MC4R ag barr: human MC4R agonism via beta-arrestin; activation, % at 8.9 µM; 0.98% of 360,000 active; U2OS MC4R beta-arrestin complementation, luminescence; percent of melanotan II response, DMSO zero;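 active = activation above a per-plate cutoff, the mean activation of sample wells on that plate plus 3 SD, cut at about 8% in these data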
The depositor's hits bear a star; nt = not tested or not shown; & = joins results of further samples.

ABHD5-PLIN5 inh	NOD2-RIPK2 inh	N-glyco inh	Exocytosis inh	aDG glyco act	Vif inh	TLR9-MyD88 inh	MC4R antagonist	ABCB6 inh MLPCN	MC4R ag barr	Structure
2	-6	3	0	-0.1	10	2	2	89	0.0	COc1ccc(S(=O)(=O)Nc2cc(C)nn2-c2ccccc2)cc1
-3&-1	0&-5	-4&2	0&0	-0.1&-0.1	8&29	-10&-7	6&14	95&101	0.3&-2.2	CC(=O)O[C@H]1C[C@@]2(C)[C@@H](C[C@@H](O)[C@H]3[C@@]4(C)CC[C@@H](O)[C@@H](C)[C@@H]4CC[C@@]32C)/C1=C(\CCC=C(C)C)C(=O)O
-2	-6	-2	10	-0.1	-5	5	3	94	2.2	CC(C)CCNC(=O)c1onc(CSc2ccccn2)c1C(=O)NCCC(C)C
1	2	-3	-4	0.0	3	-5	0	96	0.5	O=C(Nc1ccc(Br)cc1)c1ccccc1CC[N+](=O)[O-]
2	-1	3	1	-0.1	-6	10	22	99	1.3	CC(=O)Oc1ccc2nc(-c3cccs3)oc(=O)c2c1
-1	11	-1	0	-0.1	2	-1	4	109	-1.6	CCOC(=O)/C=C1/SCC(=O)N1CC(=O)Nc1cccc(F)c1
1	9	-1	-2	-0.2	6	-6	25	96	-0.3	COc1ccc(NC(=O)C(Cc2ccccc2)n2cccc2)cc1 (configuration not stated)
1	5	1	-2	-0.1	6	-14	6	150	1.9	CC1(C)CC(=O)C(N=Nc2cc(Cl)c(Cl)c(Cl)c2)=C(O)C1
-2	-6	-1	1	0.3	-2	6	1	94	0.1	O=C(c1ccc(Cl)c([N+](=O)[O-])c1)N1CCN(C(=O)c2ccco2)CC1
-2	-2	2	3	0.0	2	-10	12	97	-0.8	CCc1cc(=O)[nH]c(SCc2ccc(C)cc2)n1
2	8	-4	2	-0.1	-4	-4	-3	99	7.0	Cc1noc(C)c1C1(O)CCCCCCCCCCC1
-9	2	0	-10	-0.1	-1	-3	4	94	-1.9	O=C(O)CCn1nnc2ccccc21
-2	9	2	1	0.2	9	-8	7	87	-0.8	CN(C(=O)c1cccc(C#N)c1)c1nnc(C2CCCO2)s1 (configuration not stated)
8	6	-2	2	-0.1	-15	9	-2	111	0.9	CCN1C=C(Cc2ccc(F)cc2)C2=C(C1)C(c1ccc(F)cc1)C(C#N)=C(N)O2 (configuration not stated)
14	8	-6	-2	0.6	-6	-1	4	95	2.8	Cc1ccc(C(=O)N2CCC(C(=O)c3c(C)cc(C)cc3C)CC2)cc1

Single values from the results shown.
Entry for O=C(c1ccc(Cl)c([N+](=O)[O-])c1)N1CCN(C(=O)c2ccco2)CC1 in MC4R antagonist: 1
Entry for Cc1noc(C)c1C1(O)CCCCCCCCCCC1 in TLR9-MyD88 inh: -4
Entry for CCOC(=O)/C=C1/SCC(=O)N1CC(=O)Nc1cccc(F)c1 in ABCB6 inh MLPCN: 109

(more compounds)
ABHD5-PLIN5 inh	NOD2-RIPK2 inh	N-glyco inh	Exocytosis inh	aDG glyco act	Vif inh	TLR9-MyD88 inh	MC4R antagonist	ABCB6 inh MLPCN	MC4R ag barr	Structure
-1	-2	-1	1	-0.1	2	1	8	93	0.2	CCOC(=O)C1C(c2ccccc2)C(C(=O)OCC)S(=O)(=O)C(CCN(CC)CC)S1(=O)=O (configuration not stated)
-1	0	2	0	-0.2	-3	4	16	104	-1.1	CCCc1nc2ccccc2n1CC(O)COc1ccc(NC(C)=O)cc1 (configuration not stated)
7	-9	-1	4	-0.1	1	5	15	103	-0.6	CCOc1ccc(C(=O)SC2=NCCS2)cc1
5	-5	1	18	-0.1	-8	9	6	103	1.2	CCC(Sc1ncccc1C(=O)Oc1cccc([N+](=O)[O-])c1)C(=O)Nc1ccccc1OC (configuration not stated)
-23	-16	2	-1	-0.2	-4	0	11	97	2.4	COCCN=C1OC(=O)N2C(=O)C3=C4[C@@H](C[C@H]5C(=O)N(c6ccccc6)C(=O)[C@H]5[C@H]4[C@@]12Cc1ccccc1)[C@H]1C(=O)N(c2ccccc2)C(=O)[C@H]1[C@H]3C
5	-7	-1	17	-0.3	16	6	1	85	0.9	O=C(COC(=O)c1ccncc1)Nc1cccc(Cl)c1
-8	-3	-1	-2	0.0	1	-2	3	96	-0.2	COc1ccc(Br)cc1CN(C)C(=O)c1cc(Cl)c2c(c1)OCCO2
-3	2	2	-3	-0.2	-4	6	11	95	-0.9	N#CCCC(CCC#N)C1=NCCc2ccccc21
-7	-2	-3	1	0.1	-7	2	8	100	1.1	Cc1ccc(Cn2c(N)c(S(=O)(=O)c3cccs3)c3nc4ccccc4nc32)cc1
5	-1	-5	41	0.0	-3	7	19	101	0.4	CCOC(=O)/C=C/C(=O)Nc1ccc(S(=O)(=O)N2CCc3ccccc32)cc1
1	2	-1	0	0.0	-10	5	-3	104	0.3	COc1nc(OC)nc(N2CCC(C(=O)NC3CCCCCC3)CC2)n1
-1	-2	-1	3	0.5	-6	-5	16	85	-1.5	CCc1nnc(NC(=O)C2CCN(c3nc(C)cc(C)n3)CC2)s1
1	-10	0	2	-0.1	-9	-1	-2	99	0.8	COC(=O)C1CCCCN1C(=O)c1ccc2oc(C(C)C)nc2c1 (configuration not stated)
8	-2	3	-1	0.0	nt	6	2	97	-0.9	COc1ccccc1OCCC(=O)OCC(=O)NC(=O)NC(C)(C)C
7	3	2	-10	0.3	nt	-1	-4	93	-0.7	Cc1csc(N2CCCC2c2nc3cc(Cl)c(N4CCCCC4)cc3n2CCOCCO)n1 (configuration not stated)
2	-2	0	-4	0.0	-3	4	4	96	-0.2	Cc1cc(C(=O)CSc2nnc(-c3cccnc3)n2-c2ccccc2F)c(C)n1C
-1	-3	-2	1	-0.5	0	2	-2	93	0.7	COc1ccc(C(C(=O)NCc2ccccc2)N(Cc2cccs2)C(=O)c2cnccn2)cc1 (configuration not stated)
3	4	0	-3	-0.4	37	-2	-1	96	2.1	CCCCN(C(=O)Cc1ccc(S(=O)(=O)N2CCOCC2)s1)c1c(N)n(CC(C)C)c(=O)[nH]c1=O
0	1	0	-12	0.0	6	3	12	101	0.1	NC(=O)C1CCN(C(=O)CCC(=O)c2ccc(F)cc2)CC1
-2	-3	1	-2	-0.1	-1	-14	-1	100	-1.2	Cc1nc(-c2cc(C#N)c(=O)[nH]c2C)cs1
-5	-2	1	6	-0.5	4	2	-7	93	-1.5	CC1(C)CC(=O)c2sc(NC(=O)C(C)(C)C)nc2C1
5	-10	-4	-3	0.1	-2	9	2	104	-0.6	CC(NC(=S)Nc1ccccc1Cl)C(c1ccccc1)N1CCOCC1 (configuration not stated)
3	0	0	-1	-0.1	-5	-13	1	90	0.6	CCOC(=O)c1c(NC2=NS(=O)(=O)c3ccccc32)sc2c1CCCCC2
-1	-2	1	1	0.3	nt	8	8	103	0.8	c1ccc(-c2nnc3n2NC(c2ccc4c(c2)OCO4)S3)cc1 (configuration not stated)
-13	-1	0	5	0.5	7	-5	3	104	6.8	CC1(c2nnc(Cc3ccccc3)o2)CC(c2ccc(OC(F)(F)F)cc2)=NO1 (configuration not stated)
-7	0	-4	1	0.2	1	6	9	119	-2.5	CCCCc1ccc(-c2nc(N)n[nH]2)cc1
1	-11	-2	7	-0.1	-9	-3	-3	102	0.5	O=c1[nH]c2ccccc2n1Cc1ccc(F)cc1
1	-4	3	-2	0.1	9	1	-1	95	-1.5	CC(C)(C)NC(=O)Cn1c(SCC(N)=O)nc2ccccc21
-7	-9	1	0	0.3	-5	-17	-1	97	-0.8	COc1ccccc1CN1CC(C(=O)N2CCOCC2)CCC1=O (configuration not stated)
2	-13	2	0	2.5	-5	11	-8	83	0.3	Cc1cc(C)nc(N/N=C/c2sccc2C)n1
-1	-13	-1	-2	-0.3	0	-6	-1	101	0.4	CCO[C@@H]1OC(C(=O)O)=C[C@H](c2cn(C(C)=O)c3ccccc23)[C@H]1CCCO
-8	-5	-2	3	-0.1	0	5	24	99	3.2	CS(=O)(=O)N(CC(=O)NCCSCc1ccccc1Cl)c1ccccc1F
-5	10	-2	7	-0.9	14	0	7	96	-3.4	CCCS(=O)(=O)N1CCN(Cc2ccccc2[N+](=O)[O-])CC1
-5	-1	-5	-2	-0.1	-20	nt	14	99	0.0	O=C(c1cnc(Cc2c[nH]c3ccccc23)c(I)c1)N1CCOCC1
0	-10	0	7	-0.2	-24	-2	-8	101	-2.7	O=C(Nc1ccc(F)cc1F)c1ccc2ncsc2c1
-4	0	0	8	0.0	-33	-8	32*	96	-0.3	CCOC(=O)CCC(=O)Nc1ccc(S(=O)(=O)N2CCc3ccccc32)cc1
-12	-4	-4	-8	0.2	-8	-6	17	106	6.0	COc1ccc(C)cc1N(C(=O)c1ccc(F)cc1)c1nc2ccccc2s1
1	-7	3	-1	-0.1	13	-6	3	92	1.2	COc1ccc(/C=N/NC(=O)CN2CCS(=O)(=O)CC2)cc1
5	2	0	6	0.1	-3	-9	7	99	0.0	Cc1ccn2c(NC(=O)c3ccccc3)c(-c3ccccc3)nc2c1
-3	-4	1	-3	-0.1	15	-13	-7	88	-0.6	CC(C)CCNC(=O)C(c1cccnc1)N(CCc1ccccc1)C(=O)Cn1nnc2ccccc21 (configuration not stated)
0	3	1	3	-0.3	6	2	-4	100	-3.1	C/C(CC(=O)Nc1ccc2c(c1)OCCO2)=N\NC(=O)c1ccccn1
-3	-10	-3	0	0.2	2	1	3	97	-1.7	CC(NC(=S)Nc1ccc(S(=O)(=O)N2CCOCC2)cc1)C1CC2CCC1C2 (configuration not stated)
2	-2	-2	-1	0.0	5	-1	1	99	-3.1	C=CCNC(=O)COc1ccc(Br)cc1Cl
-1	-9	-1	-6	-0.4	-18	-3	-7	99	-2.4	CSc1ccc(/C=N/NC(=O)c2cc(O)cc(O)c2)cc1
-3	8	1	4	0.0	-3	0	-3	99	-0.6	COc1ccc2[nH]c3c(c2c1)CCNC3(C)CCc1ccc(Cl)nc1 (configuration not stated)
4	0	-5	3	0.1	-1	-2	4	103	-1.4	CC1Cc2cc(/C(O)=C3/C(=O)C(=O)N(CCCn4ccnc4)C3c3ccco3)ccc2O1 (configuration not stated)
1	16	-9	-1	0.8	13	nt	5	100	-0.4	NC(c1ccccc1)c1csc(Nc2cc(Oc3ccccc3)ncn2)n1 (configuration not stated)
4	-5	-3	-2	-0.1	-9	-4	5	92	1.1	CCOC(=O)COc1cccc2c(=O)n(CC(=O)N3CCN(C(=O)OCC)CC3)ccc12
-1	0	2	2	0.4	-2	0	7	101	-2.0	CC1CN(S(=O)(=O)c2ccc(C(=O)OCc3ccc(C#N)cc3)cc2)CC(C)O1 (configuration not stated)
9	-6	-3	-2	0.0	-18	nt	4	99	-2.3	CCc1nc2c(OCc3cc(Cl)cc(Cl)c3)cccn2c1N(C)C(=O)Nc1ccccc1OC
-13	-1	1	10	-0.1	-4	nt	1	99	5.9	O=C(CN1CCOCC1)Nc1scc2c1c(=O)oc1ccccc12

Structures listed above that bear a hit mark in MC4R antagonist:
ABHD5-PLIN5 inh	NOD2-RIPK2 inh	N-glyco inh	Exocytosis inh	aDG glyco act	Vif inh	TLR9-MyD88 inh	MC4R antagonist	ABCB6 inh MLPCN	MC4R ag barr	Structure
-4	0	0	8	0.0	-33	-8	32*	96	-0.3	CCOC(=O)CCC(=O)Nc1ccc(S(=O)(=O)N2CCc3ccccc32)cc1

Some of the compounds tested, so the mix of outcomes need not match the whole.
